ELG1 genotoxic: qHTS screen for small molecules that induce genotoxicity in human embryonic kidney (HEK293T) cells expressing luciferase-tagged ELG1. HEK293T ELG1-luciferase reporter, luminescence, 16 h. 330,000 compounds, 1.3% hits. Potency, µM (titrated, usually from 46 µM), for the others: at the top dose activity change, positive = activation, hits mostly activators; also: potency is read from the fitted curve at half-maximal effect; % of control where 0% means no effect; nearly all actives have a fitted effect of over 60% in size
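Step 1: seed 2,000 HEK293T ELG1-luciferase cells per well. Step 2: add compound or DMSO, incubate 16 hr at 37 °C. Step 3: ONE-Glo, 30 min at room temperature, read luminescence.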
p53 reactivation: qHTS assay for re-activators of p53 using a Luc reporter. H1299 p53-A138V BP100-luciferase reporter, luminescence, 24 h. Potency, µM (series often up to 92.2 µM), inactives show top-dose activity change, positive = activation, hits mostly activators. 320,000 compounds, 0.063% hits; also: potency is read from the fitted curve at half-maximal effect; % of control where 0% means no effect; nearly all actives have a fitted effect of over 45% in size
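p53-null H1299 cells stably carrying temperature-sensitive p53-A138V and a BP100-luciferase reporter were pinned with compounds (4-point, 1:5 series) and held 24 hrs at 37 deg C. Luminescence was read 10 min after detection reagent.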
Rab9 prom act: qHTS Assay for Rab9 Promoter Activators; Huh7 Rab9 promoter-luciferase reporter, luminescence, 24 h; Potency, µM (series often up to 9.22 µM), for the others: at the top dose activation, negative = inhibition, most hits filed as activators; AID 485297, 2010; 320,000 compounds, 2.8% hits; also: potency is read from the fitted curve at half-maximal effect; % of control where 0% means no effect; nearly all actives have a fitted effect of over 60% in size
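Cells were plated at 1500 per well in reduced-serum medium with 10% FBS and left 2 h. Compound in DMSO was then added for 24 h at 37 °C. Reporter signal was read by luminescence after 10 min with luciferase detection reagent.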
VP16 counter: VP16 counterscreen qHTS for inhibitors of ROR gamma transcriptional activity; Drosophila S2 Gal4-VP16 UAS-luciferase, luminescence, 20 h; Potency, µM (titrated, usually from 53.6 µM), for the others: top-dose activity, negative = inhibition, hits mostly inhibitors; 310,000 compounds, 3.5% hits;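 also: Gal4-VP16 expression switched on by copper sulfate through the metallothionein promoter; potency is read from the fitted curve at half-maximal effect; % is scaled to controls: 0 for no effect and ±100 for the full control effect; nearly all actives have a fitted effect of over 50% in size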
NPC1 promoter act: qHTS Assay for NPC1 Promoter Activators | Huh7 NPC1 promoter luciferase reporter, 24 h | Potency, µM (doses to about 9.22 µM), for inactives: at the top dose activation, usual class: activators | 320,000 compounds, 2.4% hits | AID 485313, 2010;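 also: potency is read from the fitted curve at half-maximal effect; % of control where 0% means no effect; nearly all actives have a fitted effect of over 60% in size; reporter is driven by a mutant NPC1 promoter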
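Compounds in DMSO were transferred onto Huh7 NPC1-luciferase reporter cells pre-incubated 2 h; after 24 h at 37 °C, Amplite reagent was dispensed and luminescence recorded 10 min later.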
BRCA1 expr act: qHTS Assay to Identify Small Molecule Activators of BRCA1 Expression; Potency, µM (series often up to 46.1 µM), inactives show top-dose activation, actives largely listed as activators; 380,000 compounds, 1.1% hits; MCF7-BRCA1-FFLuc reporter, luminescence, 48 h; response scale: scaled: vehicle 0%, 10 µM genistein 100%; also: potency is read from the fitted curve at half-maximal effect; nearly all actives have a fitted effect of over 80% in size; some results filed as inactive show a strong effect at the top dose
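MCF7 cells carrying a BRCA1-firefly luciferase reporter (2000 cells/well, phenol-red free MEM) were attached for 2 h at 37 °C, then given compounds for 48 h. Luminescence was read 15 min after luciferase reagent; activity normalized to genistein (10 microM) and DMSO.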
ELG1 repair inh: qHTS screen for small molecules that inhibit ELG1-dependent DNA repair in human embryonic kidney (HEK293T) cells expressing luciferase-tagged ELG1. HEK293T ELG1-luciferase reporter, luminescence, 16 h; DNA damage induced by 5-fluorouridine. 330,000 compounds, 2.3% hits. Potency, µM (titrated, usually from 46.1 µM), without a hit: top-dose activity change, negative = inhibition, hits mostly inhibitors; also: potency is read from the fitted curve at half-maximal effect; % is scaled to controls: 0 for no effect and ±100 for the full control effect; nearly all actives have a fitted effect of over 55% in size
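HEK293T cells expressing luciferase-tagged ELG1 (2,000/well) received 5-Fluorouridine plus compound or DMSO for 16 hr at 37 °C. Luciferase was read by ONE-Glo luminescence after 30 min at room temperature.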
Tb PFK block: qHTS Assay to Find Inhibitors of T. brucei phosphofructokinase. ATP-dependent 6-phosphofructokinase (Trypanosoma brucei brucei), O15648. T. brucei PFK, ADP-Glo luminescence. Potency, µM (series often up to 57.5 µM), for inactives: at the highest dose activity, negative = inhibition, hits mostly inhibitors. 330,000 compounds, 0.17% hits;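 also: potency is read from the fitted curve at half-maximal effect; 0% = uninhibited 1x PFK enzyme wells and -100% = no-enzyme wells; nearly all actives have a fitted effect of over 60% in size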
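PFK 1.25 nM, F6P 0.5 mM, ATP 0.1 mM, 0.1 M TEA pH 8.0, 5 mM MgCl2, 0.01% Tween20, 0.1% BSA; 45 min RT. ADP-Glo readout. qHTS titration up to 57 uM; curves fitted, compounds curve-classed.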
FLuc counter: qHTS profiling assay for firefly luciferase inhibitor/activator using purifed enzyme and Km concentrations of substrates (counterscreen for miR-21 project); Luciferin 4-monooxygenase (Photinus pyralis), P08659; purified FLuc, Km substrates, luminescence inhibition; Potency, µM (series often up to 57.5 µM), inactives show at the top dose activity change, negative = inhibition, hits mostly inhibitors; 360,000 compounds, 6.9% hits; AID 588342, 2011;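 also: potency is read from the fitted curve at half-maximal effect; plate controls were vehicle for no effect and reference inhibitor for full effect; nearly all actives have a fitted effect of over 55% in size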
Target sequence (P08659 whole entry, looked up): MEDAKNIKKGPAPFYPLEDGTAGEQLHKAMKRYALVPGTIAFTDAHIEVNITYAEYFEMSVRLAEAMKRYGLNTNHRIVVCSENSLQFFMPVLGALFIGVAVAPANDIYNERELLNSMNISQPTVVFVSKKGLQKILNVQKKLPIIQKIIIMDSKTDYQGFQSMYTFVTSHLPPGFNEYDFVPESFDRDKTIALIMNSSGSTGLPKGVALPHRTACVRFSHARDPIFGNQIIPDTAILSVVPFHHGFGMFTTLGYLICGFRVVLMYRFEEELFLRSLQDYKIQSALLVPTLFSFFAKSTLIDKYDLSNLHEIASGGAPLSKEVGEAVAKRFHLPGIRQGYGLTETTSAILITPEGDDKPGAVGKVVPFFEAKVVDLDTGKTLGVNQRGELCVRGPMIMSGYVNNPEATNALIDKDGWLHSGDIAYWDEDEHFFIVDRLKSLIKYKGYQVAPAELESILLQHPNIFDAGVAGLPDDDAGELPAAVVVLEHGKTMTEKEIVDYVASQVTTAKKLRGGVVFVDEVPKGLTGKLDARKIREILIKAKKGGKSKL
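Biochemical qHTS of compounds, final roughly 60 µM downward over six points, against 10 nM purified firefly luciferase using Km concentrations of substrates (10 uM D-luciferin, 10 uM ATP) in Tris acetate pH 7.5 buffer; luminescence output.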
TRPV1 agonist: HTS Assay for Compounds that Act as Agonists of the Vanilloid Receptor 1 | Transient receptor potential cation channel subfamily V member 1 (Homo sapiens), Q8NER1 | TRPV1-expressing cells, Fluo-8 calcium influx, agonist mode | activation, % at 8.33 µM | 320,000 compounds, 0.19% hits; in the data active = activation above about 80%; inconclusive = between about 30% and that limit; also: 0% is about no effect
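Fluo-8 calcium influx in TRPV1-expressing cells, kinetic read (ex 480/em 520 nm). Compound added and read 3 min for agonist activity, followed by capsaicin at EC20 final and 2 min further read for enhancement.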
RORgamma inh: qHTS for inhibitors of ROR gamma transcriptional activity; AID 2551, 2010; Potency, µM (doses to about 53.6 µM), for inactives: at the highest dose activity change, negative = inhibition, usual class: inhibitors; 310,000 compounds, 5.4% hits; Nuclear receptor ROR-gamma (Mus musculus), P51450; Drosophila S2 Gal4-RORgamma UAS-luciferase reporter, 20 h; also: potency is read from the fitted curve at half-maximal effect; % is scaled to controls: 0 for no effect and ±100 for the full control effect; nearly all actives have a fitted effect of over 60% in size
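Using a luciferase readout, inhibitors were identified by reduced reporter activity in Drosophila cells coexpressing a copper-inducible Gal4–ROR gamma fusion and UAS-driven Photinus luciferase, incubated 20 hr after 700 uM copper sulfate.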
* = called active by the depositor; ? = inconclusive; . = not tested or not shown; [ ] = dose if it differs, or a comment. Unless noted, calls follow the shape of the dose curve; as a rule, active = well fitted curve in the direction sought with a large enough effect; inconclusive = small, poorly fitted or top-dose-only effect, or another doubt; inactive = no such curve, though single readings can be large; an effect the other way counts as inactive or inconclusive.

SMILES | ELG1 genotoxic | p53 reactivation | Rab9 prom act | VP16 counter | NPC1 promoter act | BRCA1 expr act | ELG1 repair inh | Tb PFK block | FLuc counter | TRPV1 agonist | RORgamma inh
CCn1cc(C(=O)NCc2cccs2)c(=O)c2cc(S(=O)(=O)N3CCOCC3)ccc21 | 1% | 6% | -3% | -5% | 1% | 0% | ? | -6% | 2% | 1 | 10%
Cc1nn2c(N3CCOCC3)cc(C(C)(C)C)nc2c1-c1ccc(Cl)cc1 | 0% | 2% | -4% | 4% | 0% | 15% | 0% | 0% | 1% | -1 | -2%
O=C(CN1C(=O)C(c2ccc(F)cc2)=NC12CCCC2)Nc1ccc(F)cc1 | -4% | 2% | -21% | ? | -15% | -34% | ? | 7% | -1% | 22 | -16%
COc1ccc(CNC(=O)C(C)c2ccc([N+](=O)[O-])cc2)cc1 (configuration not stated) | -6% | -3% | -3% | 1% | -3% | 3% | -15% | -11% | 0% | 80* | 14%
Cc1ccc(NCCC(=O)c2cccc([N+](=O)[O-])c2)cc1 | 12% | -31%[inhibitor] | -4% | -85% | 0% | 42% | 16% | -4% | ? | 7 | ?
O=C(c1ccco1)N1CCN(C(=O)c2ccc(CS(=O)c3cccc(Cl)c3)o2)CC1 (configuration not stated) | 0% | 2% | 3% | -7% | -1% | 0% | -2% | 0% | 0% | 1 | 0%
COc1ccc(-n2nc(C(=O)NCC(=O)N3CCCCCC3)c3ccccc3c2=O)c(OC)c1 | ? | ? | 14% | -8% | 12% | 11µM* | ? | 4% | 2.4µM* | 23 | 0%
COc1ccc2c(C)c(C(=O)N3CCN(Cc4ccccc4)CC3)oc2c1 | -7% | -86%[inhibitor] | 0% | 9% | -2% | 6% | ? | 2% | -19% | 25 | ?
CC(CN1CCC(n2nccc2NC(=O)C2CCCC2)CC1)c1ccccc1 (configuration not stated) | 6% | -6% | 5% | -1% | -5% | -12% | 4% | -21% | 0% | 5 | -26%
CC(=O)N(Cc1ccc(Br)cc1)c1ccccc1C(=O)O | 1% | 0% | -4% | -5% | -3% | 3% | ? | -1% | 0% | 5 | 0%
CN(C)CCNC(=O)C(=O)Nc1cc2c3c(c1)CCC(=O)N3CCC2 | 3% | 9% | -2% | -3% | -1% | -16% | 18% | 0% | 1% | 1 | -7%
CCCCCOc1ccccc1C(=O)NCCCC(=O)O | 0% | 3% | 2% | 2% | -4% | 18% | -1% | -3% | 1% | 1 | -33%

A different layout for part of the listing above:
> CC(CN1CCC(n2nccc2NC(=O)C2CCCC2)CC1)c1ccccc1 (configuration not stated)
  ELG1 genotoxic: 6% | p53 reactivation: -6% | Rab9 prom act: 5% | VP16 counter: -1% | NPC1 promoter act: -5% | BRCA1 expr act: -12% | ELG1 repair inh: 4% | Tb PFK block: -21% | FLuc counter: 0% | TRPV1 agonist: 5 | RORgamma inh: -26%
> CCn1cc(C(=O)NCc2cccs2)c(=O)c2cc(S(=O)(=O)N3CCOCC3)ccc21
  ELG1 genotoxic: 1% | p53 reactivation: 6% | Rab9 prom act: -3% | VP16 counter: -5% | NPC1 promoter act: 1% | BRCA1 expr act: 0% | ELG1 repair inh: ? | Tb PFK block: -6% | FLuc counter: 2% | TRPV1 agonist: 1 | RORgamma inh: 10%

Next part
SMILES | ELG1 genotoxic | p53 reactivation | Rab9 prom act | VP16 counter | NPC1 promoter act | BRCA1 expr act | ELG1 repair inh | Tb PFK block | FLuc counter | TRPV1 agonist | RORgamma inh
COc1ccc(/C=C2\NC(=O)C(C=NCc3ccccc3)=C2O)cc1 | 5% | 6% | 6% | -18% | 3% | -14% | ? | -4% | ? | -2 | -16%
CC(=O)Nc1ccc(NC(=O)CSc2ccc(C)cc2)cc1 | 5% | 5% | -3% | 1% | -1% | -22% | 0% | 0% | 0% | 22 | 4%
Cc1ccc2c(CNCc3ccco3)cc(=O)oc2c1 | ? | ? | ? | ? | ? | 7.9µM* | ? | 2% | 24µM* | 2 | -24%
CCN(CC(=O)Nc1ccc(N2CCOCC2)cc1)CC(=O)NC(C)(C)C | -5% | -5% | -2% | 9% | -1% | 0% | 0% | -4% | -2% | -1 | -23%
O=C(Nc1ccc2c(c1)OCO2)c1cnccn1 | 23% | 18% | 2.5µM* | -12%[10 µM] | 3.5µM* | ? | ? | 2% | ? | 11 | -9%
O=C(OCC(=O)N1CCCCCC1)c1cccnc1Cl | ? | ? | . | . | . | ? | ? | 0% | . | . | .

Single values from above:
`Cc1ccc2c(CNCc3ccco3)cc(=O)oc2c1` in FLuc counter = 24µM*
`Cc1ccc(NCCC(=O)c2cccc([N+](=O)[O-])c2)cc1` in ELG1 genotoxic = 12%
`CCN(CC(=O)Nc1ccc(N2CCOCC2)cc1)CC(=O)NC(C)(C)C` in FLuc counter = -2%
`COc1ccc(/C=C2\NC(=O)C(C=NCc3ccccc3)=C2O)cc1` in ELG1 genotoxic = 5%
`COc1ccc(CNC(=O)C(C)c2ccc([N+](=O)[O-])cc2)cc1` (configuration not stated) in TRPV1 agonist = 80*
`CC(=O)N(Cc1ccc(Br)cc1)c1ccccc1C(=O)O` in BRCA1 expr act = 3%
